# High-throughput results as filed in PubChem BioAssay.
# MKP-3 inhibition: inhibition of rat DUSP6 enzyme activity – biochemical, in vitro, primary screen (AID 425); inhibition, % at 20 µM; hits with a dose series show IC50 in µM; recombinant MKP-3 phosphatase activity, fluorescence; higher % means a stronger effect; 110,000 compounds, 0.17% hits; in the data active = inhibition above about 50%;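 also: plate controls were vehicle for no effect and reference inhibitor for full effect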
# Hsp70 displacement: Hsp70 inhibitors, probe displacement, primary screen, biochemical, fluorescence polarization (AID 583) | 140,000 compounds, 0.06% hits | Hsp70 fluorescence polarization probe displacement, mP; higher % means a stronger effect | displacement, % at 20 µM, or IC50 in µM where a hit was titrated; in the data active = displacement above about 50%;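 also: plate controls were vehicle for no effect and reference ligand for full effect; a part of the inactive calls stands beside numbers as strong as those of hits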
# The depositor's hits bear a star; . = no result given; & = joins results of further samples. These rows are one share of the data, so the mix of outcomes need not match the whole.
# Order of results: MKP-3 inhibition | Hsp70 displacement
- O=C(c1ccccc1F)N1CCN(CC2CC3C=CC2C3)CC1 (centres undefined)
  -2% | 3.0%
- CCOc1ccc(NCC(=O)N/N=C/c2cccc([N+](=O)[O-])c2)cc1
  1% | -0.9%
- COc1cc(/C=C2\SC(=S)N(NC(=O)c3ccncc3)C2=O)ccc1OCc1ccccc1Cl
  6% | -0.9%
- Cc1sc2nc(C)n(/N=C/c3ccc(O)cc3)c(=O)c2c1C
  . | 10%
- COCCCNc1nc2c(c(=O)[nH]c(=O)n2C)n1CC(O)COc1ccccc1C (centres undefined)
  -2% | 4.6%
- COC(=O)c1ccc(Oc2cc(C)nc(-n3nc(C)cc3C)n2)cc1
  -8%&3% | 9.2%&-0.5%
- O=[N+]([O-])c1cccc(S(=O)(=O)N2CCC(c3nc(-c4ccncc4)no3)CC2)c1
  . | 3.3%
- CCN(CC)C(=O)c1c(NC(=O)c2cccc(C)c2)sc2c1CCCCC2
  1% | -2.0%
- CCN1CCN(c2nc3sc4c(c3c(=O)n2-c2ccc(OC)cc2)CCCCC4)CC1
  . | -5.7%
- COc1ccc(C(=O)Oc2c(C)occc2=O)cc1OC
  -8% | 0.8%
- CCOC(=O)CCNC(C)C1COc2ccccc2O1 (centres undefined)
  -7% | 9.1%
- CCCc1nc(SCC(=O)Nc2ccc(N3CCOCC3)cc2)c2ccccc2n1
  . | 2.1%
- O=C(N/N=C/c1c(Br)cc(Br)c(O)c1Br)c1ccccc1[N+](=O)[O-]
  0% | 3.7%
- COCC(C)NCc1cccc(Oc2ccccc2)c1 (centres undefined)
  1% | -0.1%
- CCOc1ccc(C(=O)Nc2cc(C(=O)OC)cc(C(=O)OC)c2)cc1[N+](=O)[O-]
  0% | 6.6%
- COc1ccc(S(=O)(=O)Nc2cc(C(C)C)c(O)cc2C)cc1
  -13% | 9.1%
- Cc1cccc(N2C(=O)c3cccc4c(N5CCOCC5)ccc(c34)C2=O)c1
  -1% | -72%
- Cc1cc(Br)ccc1NC(=O)c1ccccc1
  -2% | 3.6%
- CCc1cccc2c(C(=O)COC(=O)c3nn(C)c(=O)c4ccccc34)c[nH]c12
  . | -3.5%
- CC1(C)C(=O)N(Cc2ccccc2)c2ccccc2N1C(=O)c1ccc(Cl)cc1
  -3% | -2.0%

# Part of the list above, with bars between the fields:
smiles | MKP-3 inhibition | Hsp70 displacement
O=C(c1ccccc1F)N1CCN(CC2CC3C=CC2C3)CC1 (centres undefined) | -2% | 3.0%
CCOc1ccc(NCC(=O)N/N=C/c2cccc([N+](=O)[O-])c2)cc1 | 1% | -0.9%
COc1cc(/C=C2\SC(=S)N(NC(=O)c3ccncc3)C2=O)ccc1OCc1ccccc1Cl | 6% | -0.9%
Cc1sc2nc(C)n(/N=C/c3ccc(O)cc3)c(=O)c2c1C | . | 10%
COCCCNc1nc2c(c(=O)[nH]c(=O)n2C)n1CC(O)COc1ccccc1C (centres undefined) | -2% | 4.6%
COC(=O)c1ccc(Oc2cc(C)nc(-n3nc(C)cc3C)n2)cc1 | -8%&3% | 9.2%&-0.5%
O=[N+]([O-])c1cccc(S(=O)(=O)N2CCC(c3nc(-c4ccncc4)no3)CC2)c1 | . | 3.3%
CCN(CC)C(=O)c1c(NC(=O)c2cccc(C)c2)sc2c1CCCCC2 | 1% | -2.0%
CCN1CCN(c2nc3sc4c(c3c(=O)n2-c2ccc(OC)cc2)CCCCC4)CC1 | . | -5.7%
COc1ccc(C(=O)Oc2c(C)occc2=O)cc1OC | -8% | 0.8%
CCOC(=O)CCNC(C)C1COc2ccccc2O1 (centres undefined) | -7% | 9.1%
CCCc1nc(SCC(=O)Nc2ccc(N3CCOCC3)cc2)c2ccccc2n1 | . | 2.1%
O=C(N/N=C/c1c(Br)cc(Br)c(O)c1Br)c1ccccc1[N+](=O)[O-] | 0% | 3.7%

# The list continues:
# Order of results: MKP-3 inhibition | Hsp70 displacement
- CCc1cccc2c(C(=O)COC(=O)c3c(C)noc3C)c[nH]c12
  . | 5.2%
- CCOc1ccc2nc(N3CCC(C(=O)N4CCN(C(=O)c5ccco5)CC4)CC3)sc2c1
  0% | -5.1%
- COC(=O)c1c(C(=O)OC)c(C)n(Cc2ccco2)c1C
  -4% | 0.2%
- Cc1nn(C)c(C)c1S(=O)(=O)N(CC(=O)NCc1cccs1)c1ccc(C(C)C)cc1
  -4% | 2.1%
- COc1ccc(Cc2nnc(SCC(=O)NCCc3ccccc3)o2)cc1
  -3% | 0.6%
- COC(=O)COn1c(SC(C)C)nc2ccccc2c1=O
  . | -4.8%
- CCN(CC)c1ccc(CNc2ccc(Br)cn2)cc1
  -1% | 2.0%
- O=C1NC(=O)N(c2ccc(Br)cc2)C(=O)/C1=C/c1ccc(F)cc1
  2% | 0.4%
- O=C(Nc1nnc(CCN2CCOCC2)s1)c1ccccc1
  . | 4.0%
- CCOC(=O)c1c(C)nc2ccccc2c1C
  . | -2.4%
- O=C(O)C1CCCN1S(=O)(=O)c1ccc2ccccc2c1 (centres undefined)
  -9% | 2.0%
- CN(C)c1ccnc(-n2cccc2/C=N/OCc2ccc(F)cc2Cl)c1C#N
  . | 0.8%
- Cc1cccc(OCC(=O)NCCc2ccccc2)c1
  1% | 0.9%
- Nc1ccc(S(=O)(=O)N2CCCCCC2)cc1
  6% | 2.8%
- CCCCOC(=O)NC1CCS(=O)(=O)C1 (centres undefined)
  . | 0.1%
- Cc1onc(-c2ccccc2)c1C(=O)N1CCN(CCc2ccccc2)CC1
  -8% | -1.3%
- CCN(CCCNC(=O)COc1cc(=O)n(C)c2ccccc12)c1cccc(C)c1
  4% | 5.7%
- Cc1ccc2nc(SC(C)C(=O)NCc3ccco3)[nH]c2c1 (centres undefined)
  . | -1.6%
- COCc1cc(C)n(CC(=O)Nc2ccccc2C(=O)OC)c(=O)c1C#N
  -7% | -3.6%
- CCOC(=O)C1CCCN(c2nnnn2-c2ccccc2)C1 (centres undefined)
  -9% | 0.5%
- COc1cc2c(cc1OC)C1(Nc3c-2c(-c2ccccc2)nn3-c2ccccc2)C(=O)Nc2ccccc21 (centres undefined)
  . | -5.3%
- O=C(CCS(=O)(=O)c1cccc2nsnc12)N1CCN(Cc2ccc3c(c2)OCO3)CC1
  -3% | -1.9%
- CN(C)c1ccc(NC(=O)c2cccc(N3C(=O)C4C5C=CC(C5)C4C3=O)c2)cc1 (centres undefined)
  4% | 1.1%
- C=CCN1C(=O)/C(=C\c2ccccc2OCc2ccc(Cl)cc2)SC1=S
  -4% | 7.8%
- CC(C)(C)c1cc(C2Nc3cccc4cccc(c34)N2)cc(C(C)(C)C)c1O
  3% | -1.4%
- NC(=O)c1ccccc1NC(=O)CCc1ccccc1
  -5% | -5.3%
- CCOC(=O)C1CCCN(Cc2ccc(OCC)cc2)C1 (centres undefined)
  . | -5.1%
- CCn1c(N)nc2ccccc21
  -4% | -4.2%
- COc1cccc(OCc2cc(C3Nc4ccccc4C(=O)N3Cc3ccco3)ccc2OC)c1 (centres undefined)
  8% | -3.6%&-3.9%
- CC(CCc1ccccc1)NC(=O)CSc1nnnn1C (centres undefined)
  -3% | 0.2%
- CN1CCN(S(=O)(=O)c2ccc3ccccc3c2)CC1
  -1%&1% | -0.4%&-0.1%
- O=C(Nc1ccc(-c2ccccc2)cc1)c1cccnc1
  1% | 4.0%
- O=C1NN(c2ccc(Br)cc2)C(=O)/C1=C\c1ccccc1
  0% | -1.0%
- O=[N+]([O-])c1ccc(N2CCN(S(=O)(=O)c3ccc4ccccc4c3)CC2)cc1N1CCCC1
  3% | -4.9%
- COCCOc1nc2c(c(=O)n(C)c(=O)n2C)n1Cc1cccc(OC)c1
  . | -1.0%
- Cc1ccc(N(CC(N)=O)C2SC(=O)N(C)C2=O)cc1 (centres undefined)
  1% | 0.5%
- Cc1ccc(C(=O)c2cc(C)sc2NC(=O)CN2CCN(C(=O)c3ccco3)CC2)cc1
  6% | 3.1%
- COc1ccc(/C=C2\C(=O)NC(=S)N(c3ccc(Br)cc3C)C2=O)c(C)c1
  6% | 3.0%
- CCN1CC=C2C(C#N)=C(N)C(C#N)(C#N)C(CCc3ccccc3)C2C1 (centres undefined)
  5% | 66%
- COc1ccc(-c2csc(/C(C#N)=C\c3c[nH]c4ccccc34)n2)cc1
  5% | -0.3%
- Cc1csc(NC(=O)C2C3C=CC(C3)C2C(=O)O)n1 (centres undefined)
  . | 0.8%
- CCC(C)Sc1nc(O)cc(=O)[nH]1 (centres undefined)
  -8% | -0.3%
- Cc1ccc(CN(C(=O)Cn2nnc3ccccc32)C(C(=O)NCc2ccco2)c2cccs2)cc1 (centres undefined)
  -12% | 5.1%
- C=CCN1C(=O)C2(C(C(=O)c3ccc(C)o3)=C(O)C(=O)N2CCCN2CCOCC2)c2ccccc21 (centres undefined)
  -1% | -8.9%
- O=C(Nc1ccccc1Br)c1cc(-c2cccs2)nc2ccccc12
  5% | 3.9%
- S=c1[nH]nc(NNc2ccccc2)n1Nc1ccccc1
  -1% | -3.9%
- O=C(NC1CCCC1)c1ccc(COCC(F)(F)C(F)F)o1
  -5% | 1.4%
- COC(=O)Cn1c(=O)n(CCc2ccccc2)c(=O)c2c3c(sc21)CCCC3
  . | -1.7%
- CC1CCC(NC(=O)C2CCN(C(=O)NC3CCCCC3)CC2)CC1 (centres undefined)
  0% | -2.7%
- O=S(=O)(c1cnc[nH]1)N1CCc2ccccc21
  15% | -100%
- COc1ccc(-c2noc(C3CCCN(S(=O)(=O)c4cccc(Cl)c4)C3)n2)cc1OC (centres undefined)
  -5% | 5.5%
- COC(=O)C1=C(C)N(c2cccc(Cl)c2)C(=O)C1
  -2% | 8.9%
- CC(=O)c1ccc(NC(=O)c2ccc(OCC(C)C)cc2)cc1
  1% | 4.7%
- CCOC(=O)C(CCOc1c(C)cc(Cl)cc1C)C(=O)OCC
  0% | -1.1%
- COc1ccc(OC)c(NC(=O)NCc2ccc(F)cc2)c1
  4% | -3.1%
- CCOC(=O)c1c(NS(=O)(=O)c2ccc(OC)c(OC)c2)sc2c1CCCC2
  0% | 2.4%
- O=C(COC(=O)c1ccco1)Nc1ccc(Br)cc1
  1% | 3.0%
- O=c1c2ccccc2nc(/C=C/c2ccc3c(c2)OCO3)n1-c1ccc2ccccc2c1
  3% | 1.2%
- COc1ccc(OCc2nc(C#N)c(N3CCN(c4ccc(OC)cc4)CC3)o2)cc1
  -2% | -3.2%
- COc1ccc(NC(=O)C2CCCN(S(=O)(=O)c3cccc4nonc34)C2)c(OC)c1 (centres undefined)
  1% | .

# Next section.
# Order of results: MKP-3 inhibition | Hsp70 displacement
- CCOc1ccc(OCC)c(S(=O)(=O)NCc2cccnc2)c1
  -11% | 6.4%
- O=C(c1nsnc1-c1ccccc1O)N1CCCCC1
  6% | -6.4%
- CC(=O)Nc1ccc(S(=O)(=O)Nc2cccc(C(=O)Nc3ccccc3C(=O)O)c2)cc1
  4% | 3.9%
- COC(=O)c1ccc(NC(=O)C(=O)NCCCN(C)C)cc1
  3% | 2.8%
- Cc1noc(C)c1CSc1nnc2ccc3ccccc3n12
  -10% | 6.6%
- O=C1/C(=C/c2ccc(-c3ccccc3[N+](=O)[O-])o2)SC(=S)N1Cc1ccccc1
  2% | -0.2%
- O=C1CC(NCCN2CCOCC2)C(=O)N1Cc1ccc(N2CCCC2=O)cc1 (centres undefined)
  4% | 2.9%
- COc1ccc(NC(=O)C2CCN(S(=O)(=O)c3ccc(C)cc3)CC2)cc1OC
  -11% | 1.3%
- O=C1C(=O)N(Cc2cccnc2)C(c2ccccc2Cl)/C1=C(\O)c1ccccc1 (centres undefined)
  5% | 4.6%
- CCN1C(=O)/C(=C/c2ccc(C)o2)C(=O)NC1=S
  7% | -10%
- CCn1c(SCCC(C)C)nnc1-c1c[nH]c2ccccc12
  -5% | -0.7%
- COc1ccc(C(=O)Nn2cnnc2)cc1
  . | 3.1%
- C=CCN1C(=O)C2C(C(=O)NCc3ccccc3)C3(C)C=CC2(O3)C1C(=O)NC(C)(C)C (centres undefined)
  -6% | -2.8%
- O=C1CS/C(=N\c2ccccn2)N1C1CCCCC1
  0% | 3.9%
- CCN(CC)c1ccc(NC(=O)CN2CCN(c3nc(C)cc(C)n3)CC2)cc1
  -2% | 1.1%
- COC(=O)c1c(N)nc(C)n1-c1ccc(OC)cc1
  4% | -2.4%
- CCOC(=O)c1c2c(n(C)c1CO)C(=O)C(=O)c1ccc(Br)cc1-2
  120%* | 4.3%
- CCCOc1ccc(N2C(=O)CC(N(Cc3ccc(S(N)(=O)=O)cc3)C(=O)CC)C2=O)cc1 (centres undefined)
  -6% | -7.7%
- CCOc1cc(S(=O)(=O)N(CC)CC)ccc1Br
  -2% | -3.6%
- CCN(Cc1nc2cc(OC)c(OC)cc2c(=O)[nH]1)C(=O)c1ccc(S(=O)(=O)N(C)C)cc1
  -9% | -1.5%
- Cc1nc2cc(NC(=O)NCCC3=CCCCC3)ccc2o1
  -8% | -1.6%
- O=C(OCc1cc(=O)n2cc(Br)ccc2n1)C1COc2ccccc2O1 (centres undefined)
  -10% | 2.0%
- O=C1CC(c2ccccc2Cl)CC2=C1C(c1cccs1)Nc1ccccc1N2 (centres undefined)
  1% | -1.1%
- O=C1CSC(=S)N1c1cccnc1
  -17% | 1.6%
- Cc1ccc(-c2nc(C3CCCN(S(=O)(=O)c4ccc(C(F)(F)F)cc4)C3)no2)cc1 (centres undefined)
  3% | -3.5%
- CCC(C)c1ccc(NC(=O)C2CCN(c3ncccn3)CC2)cc1 (centres undefined)
  . | 4.7%
- CCOCCSc1nc2c(c(=O)[nH]c(=O)n2C)n1CCCc1ccccc1
  -7% | 2.0%
- CC(C)CC(=O)N1CCN(C(=O)COc2ccc3ccccc3c2)CC1
  1% | -3.6%
- Cn1cnnc1SCCC(=O)Nc1ccc(Cl)cc1
  . | 5.5%
- CC(C)C(NC(=O)c1ccc(Cl)cc1)C(=O)O (centres undefined)
  . | -3.8%
